From PubChem
KCNH2 WT inh: KCNH2 (human, wildtype) channel inhibition; Q12809; U2OS, BacMam KCNH2, thallium flux FluxOr; stronger effect = lower value; activity change, % at 1.84 µM; 340,000 tested, 0.37% active; AID 720551;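 active means maximum activity change below -70%; inconclusive means maximum activity change between -70% and -50%; inactive means maximum activity change above -50%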; further: on the % scale 0 is the no-effect control and ±100 the full control effect
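U2OS cells were transduced with wild-type KCNH2 virus (2.03 x 10^8 / mL) for 4 h at room temperature, then cultured overnight at 37 C. Thallium flux was read with FluxOr dye. Rate constants were normalized to DMSO controls.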
B2AR arrestin: agonists driving beta-arrestin recruitment to human beta2-adrenergic receptor; AID 492947; beta-arrestin recruitment to beta2AR, cell-based reporter; 330,000 tested, 0.02% active; P07550; Potency, µM (series often up to 46.1 µM), inactives show at the highest dose activation, actives largely listed as activators;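 further: potency means the concentration at half of the fitted maximal effect; 0% = DMSO controls and full agonism = EC100 isoproterenol or metaproterenol; nearly all actives have a fitted effect of over 65% in size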
Target sequence (P07550 whole entry, looked up): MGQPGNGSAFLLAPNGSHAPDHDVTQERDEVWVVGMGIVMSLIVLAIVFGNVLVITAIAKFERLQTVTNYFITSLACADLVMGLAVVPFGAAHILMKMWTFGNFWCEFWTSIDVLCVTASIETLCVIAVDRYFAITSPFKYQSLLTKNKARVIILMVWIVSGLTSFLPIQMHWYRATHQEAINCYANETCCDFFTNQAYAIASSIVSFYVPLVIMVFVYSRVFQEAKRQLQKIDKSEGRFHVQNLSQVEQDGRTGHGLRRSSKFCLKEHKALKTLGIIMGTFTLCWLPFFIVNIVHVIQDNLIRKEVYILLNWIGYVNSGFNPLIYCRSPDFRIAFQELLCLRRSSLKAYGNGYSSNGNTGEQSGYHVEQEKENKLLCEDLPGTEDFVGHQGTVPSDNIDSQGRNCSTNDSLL
USP2a inh: blocks human ubiquitin-specific protease USP2a. O75604. USP2 core, Ub-CHOP2 coupled fluorogenic reporter, 485/531. Potency, µM (series often up to 38.3 µM), for the others: top-dose activity change, negative = inhibition, hits mostly inhibitors. 330,000 tested, 0.01% active;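 further: potency means the concentration at half of the fitted maximal effect; plate controls were DMSO wells for no effect and full inhibition by NEM control for full effect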
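USP2 core (10nM final) preincubated 30min RT with compound in 20mM Tris-HCl pH 8.0, 2mM CaCl2, 2mM beta-mercaptoethanol, 0.05% CHAPS; 25nM Ub-CHOP2 plus 25nM reporter substrate added, fluorescence (Ex485/Em531) read after 60min.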
CXXC DNA block: inhibitors of human MLL CXXC domain-DNA interaction. 290,000 tested, 0.037% active. AID 2662. MLL-CXXC / FITC-HOXA9 DNA fluorescence polarization. Potency, µM (top dose mostly 115 µM), for inactives: at the highest dose activity change, negative = inhibition, hits mostly inhibitors. Q03164; active means well fitted inhibition curve with a large enough effect in the polarisation, with a control signal flat, not every such curve was filed as active; inconclusive means small, poorly fitted or top-dose-only effect, or effect the other way, or a change in a side signal; inactive means no such curve, though single readings can be large or run the other way; the % refers to the polarisation; further: potency means the concentration at half of the fitted maximal effect
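Fluorescence polarization: 7 uM MLL-CXXC (stock) preincubated 5 min with compounds, then 50 nM fluorescein-HOX-A9 DNA (stock) added; 30 min ambient. Buffer 50 mM Tris-HCl pH 7.5, 50 mM NaCl, 1 mM DTT, 0.05% BSA.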
GALK inh: blocks human galactokinase activity; P51570; Purified GALK, Kinase-Glo residual ATP luminescence; Potency, µM (top dose mostly 57.5 µM), inactives show at the top dose activity change, negative = inhibition, usual class: inhibitors; 270,000 tested, 0.007% active; AID 1868; further: potency means the concentration at half of the fitted maximal effect; on the % scale 0 is the no-effect control and ±100 the full control effect
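Human GALK (5 nM) with 35 uM ATP and 100 uM galactose in 20 mM HEPES pH 8.0, 5 mM MgCl2, 60 mM NaCl, 1 mM DTT, 0.01% BSA. After 1 h at room temperature, leftover ATP was read by Kinase-Glo Plus luminescence.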
KCNH2 3.1 block: inhibitors of human KCNH2 3.1 potassium channel isoform. AID 720553. U2OS KCNH2 3.1, thallium flux FluxOr; stronger effect = lower value. activity change, % (tested at about 1.8 µM). 340,000 tested, 0.95% active;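 active means maximum activity change below -70%; inconclusive means maximum activity change from -70% to -50%; inactive means maximum activity change above -50%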;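 further: thallium influx rate constant from kinetic fluorescence after stimulation buffer; on the % scale 0 is the no-effect control and ±100 the full control effect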
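U2OS cells transduced with KCNH2 3.1 mutant virus (1.77 x 10^8 /mL, 4 h), plated overnight at 37 C, loaded 45 min with FluxOr dye plus Red40 quencher. Thallium flux rate constant from kinetic reads after stimulation buffer, normalised to controls.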
TRPV1 agonist: human TRPV1 agonism; Q8NER1; TRPV1-expressing cells, Fluo-8 calcium influx, agonist mode; activation, % at 8.33 µM; 320,000 tested, 0.19% active; in the data active means activation above about 80%; inconclusive means between about 30% and that limit; further: 0% is about no effect
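Cells expressing TRPV1 were dye-loaded with Fluo-8 and read kinetically: 10 s baseline, 3 min after compound (agonist portion), then 2 min after EC20 capsaicin (allosteric enhancer portion). Calcium-bound dye fluorescence at 480/520 nm.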
PKM2 act: increases activity of human pyruvate kinase M2 | 260,000 tested, 0.34% active | purified PKM2, Kinase-Glo ATP luminescence, activation; response scale: 0% is enzyme alone, no compound | P14618 | Potency, µM (top dose mostly 57.5 µM), for inactives: top-dose activation, actives largely listed as activators; further: potency means the concentration at half of the fitted maximal effect; on the % scale 0 is the no-effect control and ±100 the full control effect; nearly all actives have a fitted effect of over 55% in size
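Purified hPK-M2 (>95%) run at intermediate activity with 0.1 mM ADP and 0.5 mM PEP in 50 mM imidazole pH 7.2, KCl, MgCl2; 1 h room temperature. ATP formed read by Kinase-Glo luminescence; normalized to uninhibited and no-enzyme controls.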
Coupling enz: coupling enzyme interference in Giardia aldolase counter-screen; activity change, negative = inhibition, % at 58.2 µM, hits read low; coupling enzyme system counterscreen, AmpLite Red fluorescence; AID 2472; 290,000 tested, 0.67% active; in the data active means activity change below about -30%; further: on the % scale 0 is the no-effect control and ±100 the full control effect
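Fluorescence at 525 nm excitation and 598 nm emission measured inhibition of the coupled detection system without aldolase. Compounds (at 57.5 uM final) were preincubated 10 min at room temperature with coupling enzyme reagent before a 20 min substrate/AmpLite Red step.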
Menin MLL FP TR: inhibitors of human menin-MLL interaction, mutant MLL peptide | AID 1768 | Menin + Texas Red MLL mutant peptide, fluorescence polarization | Potency, µM (highest dose often 61.6 µM), for inactives: at the top dose FP activity change, negative = inhibition, actives largely listed as inhibitors | 270,000 tested, 0.23% active; active means well fitted inhibition curve with a large enough effect in the polarisation, with a control signal flat, not every such curve was filed as active; inconclusive means small, poorly fitted or top-dose-only effect, or effect the other way, or a change in a side signal; inactive means no such curve, though single readings can be large or run the other way; the % refers to the polarisation; further: potency means the concentration at half of the fitted maximal effect; % of control where 0% means no effect; many of its hits are not listed in these tables
Target sequence (O00255 whole entry, looked up): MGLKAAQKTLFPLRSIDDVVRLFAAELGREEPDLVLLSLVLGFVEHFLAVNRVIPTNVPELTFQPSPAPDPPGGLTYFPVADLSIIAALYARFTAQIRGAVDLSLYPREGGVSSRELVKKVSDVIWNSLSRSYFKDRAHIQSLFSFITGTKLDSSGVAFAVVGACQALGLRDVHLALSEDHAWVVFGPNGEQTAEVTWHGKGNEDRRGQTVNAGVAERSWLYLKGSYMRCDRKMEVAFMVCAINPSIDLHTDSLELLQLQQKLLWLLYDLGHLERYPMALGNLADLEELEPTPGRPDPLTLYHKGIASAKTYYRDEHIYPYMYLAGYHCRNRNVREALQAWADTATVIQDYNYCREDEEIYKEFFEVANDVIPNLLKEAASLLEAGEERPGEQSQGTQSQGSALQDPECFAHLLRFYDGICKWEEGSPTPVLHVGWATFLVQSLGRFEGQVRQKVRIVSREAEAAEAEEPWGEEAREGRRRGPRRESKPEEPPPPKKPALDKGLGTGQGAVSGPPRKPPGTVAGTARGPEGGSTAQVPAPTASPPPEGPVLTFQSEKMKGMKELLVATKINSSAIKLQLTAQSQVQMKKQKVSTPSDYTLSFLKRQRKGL
Giardia killer: kills Giardia lamblia; Giardia lamblia trophozoite viability; activity change, % at 7.66 µM, hits read low; 340,000 tested, 0.15% active; AID 540267; in the data active means activity change below about -80%; inconclusive means between about -30% and that limit;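 further: parasites exposed to compound for two days anaerobically before the ATP read; on the % scale 0 is the no-effect control and ±100 the full control effect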
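Anaerobic 48 hrs incubation at 37 deg C of 100 trophozoites/well with test compounds; ATPLite 1-Step luminescence, 15-30 min RT, reports cellular ATP as viability.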
Active calls of the source: *; [ ] = another dose, or the depositor's remark. Unless noted, the call rests on the fitted dose curve; in most records, active means well fitted curve in the direction sought with a large enough effect; inconclusive means small, poorly fitted or top-dose-only effect, or another doubt; inactive means no such curve, though single readings can be large; an effect the other way counts as inactive or inconclusive. These rows are one share of the data (hit frequency here may not be typical).

For CC(CC(=O)Nc1ccccc1C(F)(F)F)c1ccccc1 (stereo not given) the results were KCNH2 WT inh -15, B2AR arrestin 0.4%, USP2a inh 0%, CXXC DNA block -6%, GALK inh 1%, KCNH2 3.1 block 8, TRPV1 agonist 6, PKM2 act -8%, Coupling enz 2, Menin MLL FP TR 16% and Giardia killer 21.
Screening Cn1nc(C(=O)NCc2ccccc2CN2CCCC2)c2ccccc2c1=O returned KCNH2 WT inh -16, B2AR arrestin -0.2%, USP2a inh -1%, KCNH2 3.1 block 7, TRPV1 agonist 1 and Giardia killer -14.
CC(C)NC(=O)CSc1nc(N)c(-c2ccccc2)c(=O)[nH]1 was read as KCNH2 WT inh 6, B2AR arrestin 0.3%, USP2a inh 3%, CXXC DNA block 8%, GALK inh -2%, KCNH2 3.1 block 12, TRPV1 agonist 2, PKM2 act 2%, Coupling enz 2, Menin MLL FP TR 0% and Giardia killer -22.
Screening CCOc1ccc(N2CC(C(=O)N3CCc4ccccc4C3)CC2=O)cc1 (stereo not given) returned KCNH2 WT inh 22, B2AR arrestin 0.0%, USP2a inh 5%, CXXC DNA block 5%, GALK inh -1%, KCNH2 3.1 block -23, TRPV1 agonist 12, PKM2 act -1%, Coupling enz 1, Menin MLL FP TR -24% and Giardia killer -4.
Screening CN=c1scc(-c2ccc(OC)cc2)n1/N=C(\C)c1cccnc1 returned KCNH2 WT inh -15, B2AR arrestin 3.0%, USP2a inh 1%, CXXC DNA block 9%, GALK inh 11%, KCNH2 3.1 block -2, TRPV1 agonist 1, PKM2 act -4%, Coupling enz 1, Menin MLL FP TR 1% and Giardia killer -14.
C#CCOc1c(Br)cc(/C=N\NC(=O)CN2CCOCC2)cc1OCC was read as KCNH2 WT inh 4, B2AR arrestin -0.1%, USP2a inh 1%, CXXC DNA block 4%, GALK inh -3%, KCNH2 3.1 block 4, TRPV1 agonist 0, PKM2 act -2%, Coupling enz 1, Menin MLL FP TR 14% and Giardia killer 1.
CCCN(C(=O)CSCc1ccc(Cl)cc1)c1c(N)n(Cc2ccccc2)c(=O)[nH]c1=O was read as KCNH2 WT inh 0, B2AR arrestin -0.2%, USP2a inh -1%, KCNH2 3.1 block 8, TRPV1 agonist -1 and Giardia killer -2.
For COc1ccc(NC(=O)Nc2ccccc2SC)cc1OC the results were KCNH2 WT inh -12, B2AR arrestin 0.1%, USP2a inh 2%, CXXC DNA block -12%, GALK inh 3%, KCNH2 3.1 block -1, TRPV1 agonist 20, PKM2 act 0%, Coupling enz -1, Menin MLL FP TR inconclusive and Giardia killer 11.
Screening Oc1c(C(c2ccco2)N2CCN(C(c3ccccc3)c3ccccc3)CC2)sc2ncnn12 (stereo not given) returned KCNH2 WT inh 0, B2AR arrestin 3.5%, USP2a inh -13%, CXXC DNA block 3%, GALK inh 1%, KCNH2 3.1 block -1, TRPV1 agonist 0, PKM2 act 7%, Coupling enz -1, Menin MLL FP TR -14% and Giardia killer -18.
CC1(C)CC(=O)C(C(=S)Nc2ccccc2)=C(NCCN2CCOCC2)C1 was read as KCNH2 WT inh 2, B2AR arrestin -1.6%, USP2a inh 0%, CXXC DNA block 1%, GALK inh 0%, KCNH2 3.1 block -15, TRPV1 agonist -5, PKM2 act 3%, Menin MLL FP TR 4% and Giardia killer -13.
`c1ccc(SCCN2CCc3ccccc3C2)cc1` gave KCNH2 WT inh 7, B2AR arrestin -0.8%, USP2a inh -2%, CXXC DNA block 4%, KCNH2 3.1 block -33, TRPV1 agonist -4, PKM2 act 3%, Coupling enz 2, Menin MLL FP TR -6% and Giardia killer -4.
Screening Cc1ccc(NC(=O)c2cccc(N3C(=O)C4C5CCC(C5)C4C3=O)c2)c(C)c1 (stereo not given) returned KCNH2 WT inh -7, B2AR arrestin -0.6%, USP2a inh -1%, CXXC DNA block 2%, GALK inh 0%, KCNH2 3.1 block -1, TRPV1 agonist 0, PKM2 act -16%, Coupling enz 0, Menin MLL FP TR 3% and Giardia killer -10.
O=C(CSc1ncnc2c1oc1ccccc12)N1CCCc2ccccc21 was read as KCNH2 WT inh -2, B2AR arrestin -0.3%, USP2a inh 1%, CXXC DNA block -1%, GALK inh -1%, KCNH2 3.1 block -16, TRPV1 agonist 6, PKM2 act 2%, Coupling enz 5, Menin MLL FP TR -6% and Giardia killer -1.
`O=C(Nc1ccc2oc(-c3ccccc3F)nc2c1)c1ccc([N+](=O)[O-])o1` gave KCNH2 WT inh -1, B2AR arrestin 0.4%, USP2a inh 3%, CXXC DNA block 2%, KCNH2 3.1 block inconclusive, TRPV1 agonist 0, Coupling enz 2, Menin MLL FP TR 53%[activator] and Giardia killer -96*.
`O=CN1N=C(c2ccccc2)CC1c1ccc(Cl)cc1` (stereo not given) gave KCNH2 WT inh -13, B2AR arrestin -1.0%, USP2a inh -6%, CXXC DNA block 6%, GALK inh 1%, KCNH2 3.1 block 6, TRPV1 agonist 10, PKM2 act -28%, Coupling enz 1, Menin MLL FP TR -7% and Giardia killer -12.
COc1ccc(OC)c(NC(=S)N2CCN(C/C=C/c3ccccc3)CC2)c1 was read as KCNH2 WT inh 0, B2AR arrestin -0.2%, USP2a inh 2%, CXXC DNA block -2%, GALK inh -1%, KCNH2 3.1 block -7, TRPV1 agonist 4, PKM2 act -2%, Coupling enz 0 and Giardia killer -14.
Screening O=C(NCCOc1cccc(Cl)c1Cl)c1cc(-n2cnnc2)ccc1Cl returned KCNH2 WT inh 13, B2AR arrestin -0.9%, USP2a inh 3%, CXXC DNA block 6%, GALK inh 0%, KCNH2 3.1 block 12, TRPV1 agonist -2, PKM2 act -1%, Coupling enz -1, Menin MLL FP TR 5% and Giardia killer 0.
Screening CCOC(=O)CNC(=O)CSc1nccn1Cc1ccco1 returned KCNH2 WT inh -12, B2AR arrestin -0.3%, USP2a inh 1%, CXXC DNA block -1%, GALK inh 0%, KCNH2 3.1 block -3, TRPV1 agonist 1, PKM2 act 5%, Coupling enz 0, Menin MLL FP TR 0% and Giardia killer 0.
Screening CC(=O)C[C@@H](O)CC(=O)[C@H]1OC(=O)CCCCCc2ccccc21 returned KCNH2 WT inh -6, B2AR arrestin 0.1%, USP2a inh 10%, KCNH2 3.1 block -16 and Giardia killer -7.
Screening COc1ccc(-n2c(SCC(=O)NCC3CCCO3)nc3c(c2=O)SC(C)C3)cc1 (stereo not given) returned KCNH2 WT inh -9, B2AR arrestin -0.5%, USP2a inh 0%, CXXC DNA block 0%, GALK inh 1%, KCNH2 3.1 block 6, TRPV1 agonist 4, PKM2 act -7%, Coupling enz 0, Menin MLL FP TR -5% and Giardia killer -4.
For NC(=O)c1ccc(NC(=O)COC(=O)CC2Sc3ccccc3NC2=O)cc1 (stereo not given) the results were KCNH2 WT inh -6, B2AR arrestin -0.3%, USP2a inh 1%, KCNH2 3.1 block -3, TRPV1 agonist 2 and Giardia killer 7.
Screening CC(C)C(NC(=O)CCNC(=O)c1ccc([N+](=O)[O-])cc1)c1nc2ccccc2[nH]1 (stereo not given) returned KCNH2 WT inh 6, B2AR arrestin 0.2%, USP2a inh -1%, KCNH2 3.1 block 13, TRPV1 agonist -2 and Giardia killer 14.
`COc1cc(/C=C2\SC(N)=NC2=O)ccc1OCC(=O)Nc1ccccc1C` gave KCNH2 WT inh 9, B2AR arrestin -0.3%, USP2a inh 2%, KCNH2 3.1 block -1, TRPV1 agonist 0 and Giardia killer -17.
O=C(O)c1cccc(N2C(=O)CSC2=S)c1 was read as KCNH2 WT inh 0, B2AR arrestin 0.2%, USP2a inh 0%, CXXC DNA block inconclusive, GALK inh 5%, KCNH2 3.1 block -8, TRPV1 agonist -2, Coupling enz 0, Menin MLL FP TR 29% and Giardia killer 1.
For COC(=O)c1[nH]c2c(c1C)C(=O)CC(c1ccccc1)C2 (stereo not given) the results were KCNH2 WT inh 10, B2AR arrestin -0.4%, USP2a inh 4%, CXXC DNA block 35%[activator], GALK inh 1%, KCNH2 3.1 block -22, TRPV1 agonist 7, PKM2 act 6%, Coupling enz 4, Menin MLL FP TR 22% and Giardia killer 6.
Screening Cc1ccc(C)c(OCC(=O)N/N=C/c2c(C)nn(-c3ccccc3)c2Cl)c1 returned B2AR arrestin -0.2%, USP2a inh 0%, CXXC DNA block 2%, GALK inh 1%, TRPV1 agonist 1, PKM2 act 9%, Coupling enz 0 and Menin MLL FP TR -6%.
